# LRH-1 inv ag = inverse agonists of human LRH-1 (NR5A2); O00482; HEK293T StAR-luciferase reporter, LRH-1 transfected, 24 h; inhibition, % at 3.6 µM; hit rate 0.13% among 360,000; AID 602396;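 active means inhibition above the mean inhibition of all tested compounds plus 3 SD, cut at about 73% in these data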;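 further: 0% = DMSO wells and 100% = reporter-only cells lacking LRH-1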
# NCOA1 inh = human NCOA1 inhibition; Q15788; hit rate 0.12% among 360,000; HEK293 GAL4-SRC1 luciferase reporter, luminescence; inhibition, % at 3.6 µM;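 active means inhibition above the campaign mean plus 3 SD, with each screening campaign given its own cutoff, cut at about 60% in these data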;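 further: 0% = DMSO treated cells and 100% = gossypol at 36 µM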
# EBV LMP1 NFkB = reduces LMP1-driven NF-kappaB luciferase signal; LMP1-induced NF-kappaB luciferase reporter cells, luminescence; inhibition, % at 12.5 µM; hit rate 0.69% among 350,000; AID 504558; in the data active means inhibition above about 41%;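 further: 0% = neutral control wells and 100% = reference inhibitor control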
# Shn3 inh set2 = reduces Shn3 3'UTR luciferase signal in osteoblasts | Clone20 osteoblast Shn3 3'UTR firefly luciferase, 24 h | inhibition, % at 12.5 µM | hit rate 0.52% among 360,000 | AID 588674;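 active means mean inhibition of at least 75% with every replicate also reaching 75%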;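 further: 0% = median of neutral control wells and 100% = pilot-screen positive control compound; some compounds past the cut are filed as inactive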
# CF NFkB block = cystic fibrosis NF-kB activation inhibition; KKLEB NF-kB-GFP reporter, PAF-induced, GFP fluorescence overnight; inhibition, % at 5 µM; hit rate 0.86% among 360,000; AID 588850;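 active means at least 50% inhibition at 5 µM, scaled per plate between neutral and stimulator controls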;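 further: PAF is a Pseudomonas aeruginosa culture filtrate used as stimulus; plate controls were PAF-stimulated DMSO wells for no effect and unstimulated DMSO wells for full effect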
# KKLEB cytotox = CF airway cell cytotoxicity counter-screen. KKLEB CF airway cells viability, ATPlite luminescence, overnight; active compounds read low; cells stimulated with P. aeruginosa culture filtrate. activity change (cytotoxicity), % at 5 µM. AID 602141. hit rate 0.36% among 360,000;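 active means corrected activity change at or below -50% at 5 µM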
# SRC3 inh = inhibits human SRC3 coactivator | inhibition, % at 3.6 µM | hit rate 0.17% among 360,000 | HEK293 GAL4-SRC3 luciferase reporter, luminescence | AID 588352;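 active means inhibition above a per-campaign cutoff, the mean of all compounds plus 3 SD, cut at about 60% in these data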;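 further: 0% = DMSO-treated cells and 100% = gossypol-treated cells at 36 µM; higher means less SRC3-driven luciferase light from the GAL4 reporter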
# TWEAK-Fn14 inh = blocks TWEAK-Fn14 interaction in a reporter cell assay. TWEAK-stimulated Fn14 reporter cells, luciferase luminescence, 8 h. inhibition, % at 10 µM. hit rate 2% among 360,000. AID 1159606; in the data active means inhibition above about 50%
# NR2F2 inh = inhibitors of human COUP-TFII (NR2F2) | P24468 | HEK293T NGFI-A luciferase reporter, luminescence | inhibition, % at 8.6 µM | hit rate 0.7% among 370,000 | AID 686940;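 active means inhibition above a per-plate cutoff, mean inhibition of test wells between control levels plus 3 SD, cut at about 38% in these data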;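 further: cells cotransfected with COUP-TFII expression vector driving the NGFI-A reporter; 0% = median of COUP-TF2 test wells and 100% = reporter-only cells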
# C8 TRAIL sens = caspase-8 TRAIL sensitization; NB7+C8 cells + TRAIL, ATPlite viability luminescence; inhibition (viability loss, TRAIL sensitization), % at 10 µM; hit rate 1% among 360,000;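 active means compounds causing at least 50% loss of cell viability in the single-dose screen, relative to plate controls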
# TROY signal inh = blocks TROY-dependent signaling in reporter cells; hit rate 0.98% among 360,000; AID 1347056; inhibition, % at 10 µM; Q293 LMP1-TROYcd NF-kB luciferase reporter, 4 h;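 active means compounds whose plate-normalised and pattern-corrected inhibition of the luciferase reporter signal at the single screening dose is 50% or more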
# Starred values were filed as active, the others as inactive; x = no result given. A portion of the library; count on the stated rates, not on these rows.
SMILES,LRH-1 inv ag,NCOA1 inh,EBV LMP1 NFkB,Shn3 inh set2,CF NFkB block,KKLEB cytotox,SRC3 inh,TWEAK-Fn14 inh,NR2F2 inh,C8 TRAIL sens,TROY signal inh
Cc1ccccc1NC(=S)Nc1ccc(Br)cc1,18,20,-11,9,-23,6,-10,32,-1,1,6
CCCCN1C(=O)C2Cc3c([nH]c4ccccc34)CN2C1=S (stereo unspecified),9,0,-6,-12,-92,6,-1,9,-15,-4,-9
Cc1nnc(SCC(=O)N2CC(=O)Nc3ccccc32)n1C,15,5,-6,-13,13,4,-1,-2,-4,-7,12
CCn1c(SCC(=O)N2CCCc3ccccc32)nnc1-c1cccs1,7,0,4,47,9,2,-25,8,9,5,2
CCc1ccc(NC(=O)[C@@H](NC(=O)[C@@H]2Cc3ccccc3CN2)C(C)CC)cc1 (stereo partly specified),3,-19,-2,28,-1,-1,-2,-9,-2,29,-18
CCOCCCNCc1ccc(OCCC(C)C)c(OC)c1,2,-2,-4,6,10,-15,22,7,2,-1,-17
Cc1noc(C)c1CSCC(=O)N(C)CC(=O)Nc1ccc(Cl)c(C(F)(F)F)c1,4,12,8,22,20,-20,11,1,-4,7,-2
CCOC(=O)[C@H]1[C@H]2COc3cc(OC)ccc3[C@@H]2N2C(=O)CN(Cc3ccc(OC)cc3)C(=O)[C@@]12C,-7,16,-2,-3,-7,-5,16,-29,6,-35,5
Cc1c(C(=O)NCCS(=O)(=O)N2CCN(c3ccccc3F)CC2)cccc1[N+](=O)[O-],-2,-16,5,-3,10,0,10,25,0,10,-31
CN1/C(=C\C(=O)c2cccc(S(=O)(=O)N3CCCCC3)c2)C(C)(C)c2ccccc21,9,-13,8,14,10,6,14,30,-22,-6,13
COc1ccc(CN(C(C)=O)c2cccc(C)c2C)cc1,2,2,-9,10,1,-31,-7,25,13,13,-7
COC(=O)c1cc(OC)c(OC)cc1NC(=O)c1ccc(OC)cc1,12,-32,-1,-2,-16,4,11,-33,13,-2,15
CC(C)CCN1CC(C(=O)N2CCN(c3ccc(F)cc3)CC2)CC1=O (stereo unspecified),-5,11,0,6,2,-18,4,19,-9,-13,7
CC1(C(=O)NCc2ccccc2Br)CCN1C(=O)Cc1ccc(-c2ccccc2)cc1 (stereo unspecified),13,-3,x,22,-18,-9,1,10,10,6,17
CCOC(=O)c1cc2sccc2n1CC(=O)OC,16,9,-5,4,8,-14,17,3,-1,13,1
Cc1nc(NC(=O)c2cccnc2Cl)sc1C,-78,-128,1,-77,-4,14,-61,20,-37,10,-28
COC(=O)[C@H](CCSC)NC(=O)Cn1cnc2c(OCc3ccccc3)ncnc21,6,7,-3,15,-6,-6,-13,-3,-18,7,-6
CN(c1ccccc1C(=O)N1CCN(c2ccccc2)CC1)S(C)(=O)=O,-1,-3,-4,13,12,-5,20,5,-7,3,-5
CCSC1=NSC2=NC(=O)/C(=C\c3coc4ccccc4c3=O)C(=N)N12,-20,-14,-4,-12,-15,-2,-12,15,0,-9,-15
COc1ccc(Cn2c(=O)[nH]c3cc(C(=O)N4CCN(c5ccccn5)CC4)ccc3c2=O)cc1,-1,-2,3,2,0,-8,12,14,-1,-2,14
OC(CNCCN1CCNCC1)Cc1ccccc1 (stereo unspecified),0,1,3,-4,3,-4,-5,-10,10,0,3
Oc1ccc(Cl)cc1CNCc1cccc2ccccc12,3,-20,-1,-35,6,0,-21,-31,-15,-19,-49
S=c1[nH]nc(-c2ccccn2)n1/N=C/c1ccc(Br)s1,0,4,6,-8,8,-7,15,18,-15,2,4
CCOc1ccc(OCCOC(=O)CN2C(=O)NC3(CCCC3)C2=O)cc1,-4,3,-1,-18,-3,-2,0,-4,-19,-5,-3
C=CC#CC[N+]1(CC#Cc2ccccc2)CCOCC1,13,-8,4,-12,-19,1,20,36,13,-5,24
# The list goes on:
SMILES,LRH-1 inv ag,NCOA1 inh,EBV LMP1 NFkB,Shn3 inh set2,CF NFkB block,KKLEB cytotox,SRC3 inh,TWEAK-Fn14 inh,NR2F2 inh,C8 TRAIL sens,TROY signal inh
Cc1onc(-c2ccccc2)c1NC(=O)N(CCC#N)Cc1ccccc1,21,-25,0,5,-10,2,-26,-8,4,-2,-13
O=C(NC1CC1)C1CC(=O)N(c2cccc(Cl)c2Cl)C1 (stereo unspecified),-4,-18,-1,-27,6,-5,10,-11,-8,-15,-8
O=[N+]([O-])c1ccccc1S(=O)(=O)Nc1ccn(Cc2c(F)cccc2Cl)n1,19,9,1,13,-2,12,1,7,3,18,1
CN(c1cccc(NC(=O)c2ccccc2N(C)S(=O)(=O)c2ccccc2)c1)S(C)(=O)=O,7,10,-6,2,10,-3,7,-14,20,3,0
COc1ccc(C2C(C(=O)c3sc(C)nc3C)=C(O)C(=O)N2CCN(C)C)cc1OC (stereo unspecified),0,-18,2,-7,9,-6,-4,-7,16,9,-1
CCCCC1=CC2=CC(=O)C(C)(OC(=O)CC)C(=O)C2=CN1c1ccc(OC)cc1 (stereo unspecified),-7,-8,6,0,40,6,-3,-4,12,-10,-13
COC(=O)c1cc(OC)c(OC)cc1NC(=O)c1cccc(C)c1,-13,-6,13,11,-34,4,3,-10,-10,25,0
C=CCn1cc(C(=O)N2CCN(C)CC2)c(=O)c2cc(S(=O)(=O)N3CCCC3)ccc21,-23,12,-3,-9,-2,3,6,0,-37,4,-9
Cc1ccc(CSCc2ccc(C(=O)NCCC(C)C)o2)cc1,6,-5,5,13,11,-8,-4,6,15,22,-2
CN1C(=O)C(CC(=O)O)S/C1=N\N=C\c1ccc(O)cc1O (stereo unspecified),11,-13,0,2,10,-6,17,18,5,-5,-1
CC1(C)C2CCC1(CS(=O)(=O)Nc1ccc(S(=O)(=O)N3CCCCC3)cc1)C(=O)C2 (stereo unspecified),0,4,-3,-19,20,-10,12,15,-15,-17,-1
CCCCCC(=O)Oc1cccc(N2C(=O)C3CCCCC3C2=O)c1 (stereo unspecified),15,-5,-4,6,2,7,6,-3,5,-9,0
C/C(=N/NC(=O)c1ccncc1)c1ccc2c(c1)OCO2,-6,-23,-7,-3,-5,15,14,12,6,6,-9
COc1cc(C)nc(NC(=O)COc2ccc(Cl)cc2C)n1,-8,-6,-18,20,10,-8,-4,-19,0,-4,-35
O=C1ON=C(c2ccccc2)/C1=C/c1ccccc1,8,-11,-1,-8,-27,8,0,-16,7,10,12
Cc1cnc(C)c(N2CCN(Cc3nc(-c4ccccc4)no3)CC2)n1,-1,16,0,x,12,-8,-5,-15,-1,-2,14
CC1CCN(CCCCOc2ccc(C(=O)c3ccccc3)cc2)CC1,2,-7,-2,27,13,-8,9,-2,24,12,-4
CN1CCC(OC(=O)c2ccco2)CC1,-8,-36,0,23,-12,0,-7,3,10,4,3
COc1ccc(NC(=O)OC(CN2CCCCC2)C(F)(F)F)cc1 (stereo unspecified),9,8,3,-4,6,10,-16,2,-4,7,1
COCc1c(Br)c(C)nc(OCC(=O)N/N=C/c2cc(C)n(-c3ccc([N+](=O)[O-])cc3)c2C)c1C#N,-1,19,10,16,-2,2,5,-11,6,-3,-8
CCCC(=O)Nc1nnc([C@H]2C[C@H](O)[C@@H](CO)O2)s1,8,-4,x,20,-9,-3,1,1,-2,-22,-12
O=C(C=CC=Cc1ccccc1)c1ccc([N+](=O)[O-])cc1,-30,3,-1,8,14,-13,-8,-6,-5,9,-9
CS(=O)(=O)Nc1ccc(C(=O)Nc2ccccc2Sc2ccccc2)cc1,-11,8,-8,12,-1,2,12,-24,10,-2,-20
Nc1nc(NCc2ccco2)nn1-c1ccccc1,-54,0,1,-8,-7,-3,-24,0,-13,-34,4
Cn1c(N)c(C(=O)Nc2cccc(Cl)c2)c(=O)n(C)c1=O,-12,-30,-3,-18,-39,2,-21,-14,2,-8,-64
COC(=O)c1sc(NC(=O)CSc2nc3cccnc3n2C)nc1C,-10,0,-5,7,-2,4,-4,6,-7,5,5
Cc1noc(C)c1CN1C(=O)c2cccc([N+](=O)[O-])c2C1=O,-4,-8,-10,-14,-18,-7,-22,-3,6,-5,-4
CC1CCCCC1NC(=O)c1ccc(S(=O)(=O)N2CCN(C)CC2)cc1 (stereo unspecified),5,-5,-2,9,-19,0,14,-1,7,6,7
CC1CCCC(C)N1C(=O)COC(=O)C1CCN(S(=O)(=O)c2c(Cl)cccc2Cl)CC1 (stereo unspecified),-15,1,2,-4,0,-7,-42,4,-12,4,-2
O=C(NC1CC1)c1cccc(S(=O)(=O)N2CCOCC2)c1,-1,7,2,4,-8,1,-18,-7,10,-15,-10
